NSD2 HMT inh: inhibitors of human histone methyltransferase NSD2 | inhibition, % at 12.5 µM | 310,000 compounds, 0.54% hits | NSD2 peptide methylation, AlphaScreen, 120 min | O96028; in the data active = inhibition above about 50%
PKA-R2B activ: activators of human PKA-R2B complex; activation, % at 11.4 µM; AID 504700; 340,000 compounds, 0.079% hits; PKA-R2B holoenzyme dissociation, Cy5-IP20 fluorescence polarization; R2B truncated from residue 108, S112A mutant; 0% DMSO only, 100% 113 µM cGMP;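 active = activation above a cutoff set at the mean over all compounds plus 3 SD, cut at about 18% in these data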;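 also: higher means more holoenzyme dissociation and a rise in polarization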
Target sequence (P31323 whole entry, looked up, other chains not shown, the tested form may be a part): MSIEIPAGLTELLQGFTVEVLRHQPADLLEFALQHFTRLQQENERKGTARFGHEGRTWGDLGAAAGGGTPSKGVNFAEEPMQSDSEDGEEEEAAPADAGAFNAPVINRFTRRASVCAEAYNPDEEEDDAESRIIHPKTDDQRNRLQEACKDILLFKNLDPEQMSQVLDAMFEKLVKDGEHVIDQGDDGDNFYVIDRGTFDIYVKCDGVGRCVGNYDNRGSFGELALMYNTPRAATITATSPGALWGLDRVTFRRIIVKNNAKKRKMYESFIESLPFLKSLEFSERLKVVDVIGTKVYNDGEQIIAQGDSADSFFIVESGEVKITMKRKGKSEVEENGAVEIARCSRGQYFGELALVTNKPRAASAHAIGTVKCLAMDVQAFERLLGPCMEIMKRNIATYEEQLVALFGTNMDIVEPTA
RTF Ca sens inh: cardiac RTF calcium desensitization; inhibition, % at 7.15 µM; 340,000 compounds, 0.12% hits; P19429+P45379; IANBD-labeled cardiac RTF, Ca2+ fluorescence; AID 493244;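 active = inhibition above the mean inhibition of all tested compounds plus 3 SD, cut at about 17% in these data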;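 also: assay run at fixed EC70 calcium of 1.6 mM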
C-LANA FP: KSHV C-LANA DNA binding inhibition; 340,000 compounds, 0.078% hits; inhibition, % at 9 µM; MBP-C-LANA/FAM-LBS DNA binding, fluorescence polarization;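 active = highest replicate inhibition at or above 60% at 9 µM, even if other replicates fall short; inactive = all replicates below 60% inhibition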;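 also: 0% = neutral control wells and 100% = 4 µM acridine orange control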
Arr AP2 block: inhibitors of human beta-arrestin and AP2 interaction; FITC-arrestin peptide / GST-AP2 beads, flow cytometry; AP2 beta2 appendage carries R879A mutation; inhibition, % at 10 µM; 340,000 compounds, 0.31% hits;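 active = inhibition above a set limit, near 3 SD of compounds lacking own fluorescence, cut at about 54% in these data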;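 also: plate controls were DMSO wells for no effect and 5 µM unlabelled arrestin peptide for full effect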
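System: GST-AP2 R879A glutathione beads. Medium: PBS with 0.05% Tween 20 and 0.1% BSA. Also added: FITC-arrestin peptide, 50 nM. Incubation: 12 min plus 1 h, RT. Measured by: high-throughput flow cytometry of beads, ex 488, em 535 nm. Evaluation: percent drop in bead-associated FITC signal.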
PvdQ acylase: P. aeruginosa PvdQ acylase inhibition | purified PvdQ acylase, fluorescence plate reader | inhibition, % at 10 µM | 340,000 compounds, 0.063% hits; in the data active = inhibition above about 30%, passing the limit was not always enough;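 also: 0% = vehicle neutral wells and 100% = reference inhibitor wells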
SR-BI HDL uptake: blocks mouse SR-BI lipid uptake from DiI-HDL; Q61009; ldlA[mSR-BI] CHO cells, DiI-HDL uptake fluorescence, 3 h; inhibition, % at 12.5 µM; 320,000 compounds, 0.96% hits;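 active = mean replicate inhibition of at least 70% and a set share of replicates each scoring 70 or more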;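 also: 0% = median of neutral control wells and 100% = median of positive control wells; values of inactives mirror those of a sister screen read the other way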
Keap1-Nrf2 PPI: inhibitors of human Keap1-Nrf2 protein-protein interaction | inhibition, % at 9.4 µM | Q14145 | Keap1 Kelch-Nrf2 peptide fluorescence polarization, 1536-well | 340,000 compounds, 0.15% hits | AID 504523; in the data active = inhibition above about 12%;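 also: human Keap1 Kelch domain with fluorescein labeled Nrf2 9mer peptide probe; 0% = neutral control wells and 100% = peptide positive control; higher means more block of Keap1 binding to Nrf2 peptide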
Target sequence (Q14145 whole entry, looked up, the tested form may be a part): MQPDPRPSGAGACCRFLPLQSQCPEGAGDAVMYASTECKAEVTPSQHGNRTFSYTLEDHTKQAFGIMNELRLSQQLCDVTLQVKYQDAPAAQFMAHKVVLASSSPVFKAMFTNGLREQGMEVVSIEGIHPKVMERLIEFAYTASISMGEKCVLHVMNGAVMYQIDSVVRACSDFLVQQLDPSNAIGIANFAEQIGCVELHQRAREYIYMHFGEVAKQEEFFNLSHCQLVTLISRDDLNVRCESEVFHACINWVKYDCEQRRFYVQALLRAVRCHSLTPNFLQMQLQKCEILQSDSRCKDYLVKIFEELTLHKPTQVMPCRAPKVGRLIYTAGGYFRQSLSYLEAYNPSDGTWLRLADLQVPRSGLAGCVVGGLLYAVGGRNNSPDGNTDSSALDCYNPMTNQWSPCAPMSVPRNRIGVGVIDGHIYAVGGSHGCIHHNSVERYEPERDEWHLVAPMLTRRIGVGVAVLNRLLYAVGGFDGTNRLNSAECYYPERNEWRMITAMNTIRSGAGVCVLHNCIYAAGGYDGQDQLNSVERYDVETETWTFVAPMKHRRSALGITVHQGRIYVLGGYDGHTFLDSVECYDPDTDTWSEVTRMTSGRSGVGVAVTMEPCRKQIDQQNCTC
DAGLB inh: blocks human DAGLB lipase activity | Q8NCG7 | HEK293T DAGLB membrane lysate, EnzChek fluorogenic substrate | inhibition, % at 5.17 µM | 340,000 compounds, 0.059% hits; in the data active = inhibition above about 34%;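 also: 0% = enzyme with vehicle and 100% = wells lacking enzyme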
SR-BI DiI-HDL act: activators of SR-BI mediated HDL lipid uptake; CHO ldlA[mSR-BI] cells, DiI-HDL uptake fluorescence, 3 h; 100 = double the neutral-control signal; activation, % at 12.5 µM; AID 504775; 320,000 compounds, 0.096% hits;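 active = mean replicate activation of at least 60% and every replicate at or above 60%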;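 also: 0% = median plate neutral-control signal and 100% = twice that signal; values of inactives mirror those of a sister screen read the other way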
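Material: SR-BI-overexpressing, LDLR-lacking CHO cells; schedule: compound exposure 3 h, 37 °C; reagent: DiI-labelled HDL at 10 µg/mL final; technique: bottom-read fluorescence, 550/595 nm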
Active calls of the source: *; / = not tested or not shown. This is a random part of the collection (roughly 2.1% active in at least one column).

SMILES	NSD2 HMT inh	PKA-R2B activ	RTF Ca sens inh	C-LANA FP	Arr AP2 block	PvdQ acylase	SR-BI HDL uptake	Keap1-Nrf2 PPI	DAGLB inh	SR-BI DiI-HDL act
COc1ccc(NC(=O)CSc2nn3c(=O)c(C)nnc3s2)cc1	-1.8	-1.5	3.5	0.2	3.9	-4.7	-29.2	7.5	-1.1	29.2
O=[N+]([O-])c1ccc(N=NNc2ccc([N+](=O)[O-])cc2)cc1	3.5	5.5	-1.1	1.1	10.9	-17.1	-5.8	-5.5	1.5	5.8
Cc1ccc(S(=O)(=O)NCC(=O)OCc2cc(=O)oc3cc(C)ccc23)cc1	-4.5	-9.0	-5.4	0.8	6.8	-12.6	-13.1	4.3	-4.7	13.1
CCC(=O)N1CCN(c2ccc(NC(=O)COc3ccc(C)cc3C)cc2)CC1	-8.7	-8.0	-4.6	0.6	-10.8	-16.1	/	2.9	3.2	/
Cc1ccc(/C=C/S(=O)(=O)Nc2ccc(C)cc2)cc1	-0.1	-6.1	-13.2	0.6	-3.1	-11.6	7.6	-6.7	-1.3	-7.6
Cc1ccc(-n2c3c(cc(C(=O)NCCCN4CCOCC4)c2=O)C(=O)CC(C)(C)C3)cc1	/	2.3	-3.6	1.1	17.4	2.5	-14.3	-2.0	1.6	14.3
O=C(NNC(=S)Nc1ccccc1)c1cc(Br)ccc1Cl	3.0	-2.2	3.5	1.1	-1.2	-9.1	-19.9	-1.2	5.7	19.9
Cc1ccc(OCC(=O)NCc2ccco2)c([N+](=O)[O-])n1	2.7	-2.3	-7.8	-0.8	-6.6	-16.5	-25.1	0.8	1.3	25.1
CS(=O)(=O)Nc1ccc(C2=NN(S(C)(=O)=O)C(c3ccc4c(c3)OCO4)C2)cc1 (configuration not stated)	-1.0	-10.2	-0.5	1.5	3.6	1.3	18.7	0.1	0.6	-18.7
CC(C)C1C(=O)CC(c2ccccc2)NC1c1ccccc1 (configuration not stated)	-3.4	-1.6	6.8	-4.2	-23.9	-13.1	-7.3	0.2	-5.4	7.3
CC(Sc1nc2cc(Cl)ccc2s1)C(=O)Nc1ccc2c(c1)OCO2 (configuration not stated)	-0.5	6.3	-3.2	1.2	0.2	-4.0	-1.4	-6.1	-1.9	1.4
O=C(Nc1ccncc1)c1ccc(NS(=O)(=O)c2cccc(F)c2)cc1	-2.9	-3.8	-2.4	-0.4	10.5	-4.1	6.0	-1.5	1.5	-6.0
CN(C)c1ccc(C(=O)N=c2sccn2C)cc1[N+](=O)[O-]	0.7	-4.5	0.9	-1.8	-7.9	-12.8	-0.5	-2.1	3.2	0.5
Cc1oc(-c2ccoc2)nc1CN(CC1CCC(=O)N1)C(C)C (configuration not stated)	-2.0	6.8	3.1	2.5	3.6	0.3	1.4	-2.9	1.2	-1.4
NC(=O)CSc1nnc(-c2ccncc2)o1	-3.2	-6.8	11.0	-1.4	7.5	9.8	12.8	-6.9	0.0	-12.8
CCOCCCNc1nc2c([nH]1)c(=O)n(C)c(=O)n2C	6.0	-2.2	4.7	1.7	15.0	-0.9	8.3	-3.1	-0.1	-8.3
Nc1cccc([N+](=O)[O-])c1	1.5	7.2	-1.8	-1.6	2.9	-5.0	-5.5	-1.8	-0.1	5.5
CCC(=O)N1CCc2cc(Br)cc(S(=O)(=O)CCC(=O)NCCc3ccccc3)c21	1.8	-4.2	-2.5	0.4	-0.9	-14.9	17.5	-2.5	1.9	-17.5
Cn1c(SCc2n[nH]c(=S)n2-c2ccccc2)nnc1-c1ccccc1	-7.3	0.1	-1.7	1.2	10.0	2.0	-23.9	-1.3	-1.4	23.9
Cc1ccnc(N2CCC(C(=O)Nc3ccc4c(c3)CCC4)CC2)n1	0.1	0.5	-4.4	0.4	1.4	9.5	45.9	1.7	-0.4	-45.9
Cc1ccc(C(=O)Nc2nncs2)cc1S(=O)(=O)N1CCOCC1	1.5	-3.8	-2.9	1.4	0.1	-13.8	-23.8	0.4	-1.4	23.8
CCn1cc(CN2CCCC(C(=O)c3ccc(-c4ccccc4)c(F)c3)C2)cn1 (configuration not stated)	1.4	7.1	-2.2	0.2	-13.8	-4.4	13.8	-1.8	2.4	-13.8
Cc1ccccc1-n1nnnc1SCC(=O)NNC(=O)c1ccc(NC(=O)CC#N)cc1	-3.5	-8.7	1.6	0.2	12.1	4.2	15.7	-2.3	1.0	-15.7
CCOc1ccc(N2C(=O)CC(Sc3nccc(C)n3)C2=O)cc1 (configuration not stated)	-5.8	7.9	-5.8	-2.5	1.2	-15.1	-13.1	4.1	2.7	13.1
Nc1nc(SCc2ccc3c(c2)OCCO3)n[nH]1	-0.7	8.4	-10.0	0.2	11.5	-13.8	-9.4	-2.5	0.4	9.4

Looked up one by one from the list above, 4 records:
SMILES	NSD2 HMT inh	PKA-R2B activ	RTF Ca sens inh	C-LANA FP	Arr AP2 block	PvdQ acylase	SR-BI HDL uptake	Keap1-Nrf2 PPI	DAGLB inh	SR-BI DiI-HDL act
Cc1ccnc(N2CCC(C(=O)Nc3ccc4c(c3)CCC4)CC2)n1	0.1	0.5	-4.4	0.4	1.4	9.5	45.9	1.7	-0.4	-45.9
Nc1nc(SCc2ccc3c(c2)OCCO3)n[nH]1	-0.7	8.4	-10.0	0.2	11.5	-13.8	-9.4	-2.5	0.4	9.4
O=C(Nc1ccncc1)c1ccc(NS(=O)(=O)c2cccc(F)c2)cc1	-2.9	-3.8	-2.4	-0.4	10.5	-4.1	6.0	-1.5	1.5	-6.0
CCOCCCNc1nc2c([nH]1)c(=O)n(C)c(=O)n2C	6.0	-2.2	4.7	1.7	15.0	-0.9	8.3	-3.1	-0.1	-8.3

(further entries)
SMILES	NSD2 HMT inh	PKA-R2B activ	RTF Ca sens inh	C-LANA FP	Arr AP2 block	PvdQ acylase	SR-BI HDL uptake	Keap1-Nrf2 PPI	DAGLB inh	SR-BI DiI-HDL act
O=C(NCCCn1ccnc1)c1ccc(Cl)c(Cl)c1	-0.1	-3.5	-0.7	4.4	-19.5	-3.8	8.2	-1.7	1.9	-8.2
COc1ccc(C)cc1N(C(=O)Cn1nnc(-c2ccc(C)o2)n1)C(C(=O)NC1CCCC1)c1ccncc1 (configuration not stated)	0.1	3.5	2.7	-1.0	0.0	-11.5	/	-5.7	2.7	/
CC(SCCc1ccccn1)C(=O)O (configuration not stated)	-2.8	8.8	7.0	-1.1	36.5	1.0	5.4	5.8	-1.7	-5.4
Cn1nccc1NC(=O)Nc1cccc(Cl)c1Cl	-1.7	1.8	2.8	-2.3	-2.9	-0.7	-7.3	-3.1	-3.7	7.3
CC[C@@]1(C(=O)OC)N[C@H](CN(C)C(=O)C2CCCCC2)[C@@H]2C(=O)N(C)C(=O)[C@@H]21	/	2.0	-6.6	-1.3	9.7	-15.5	-4.2	-7.4	-0.2	4.2
COc1ccc(CN(C)Cc2nc3scc(-c4ccccc4)c3c(=O)[nH]2)cc1OC	5.1	-8.8	-17.6	3.1	8.1	2.8	17.7	-4.2	4.3	-17.7
Cc1cccc2c1ncc1c(=O)n(-c3ccccc3)[nH]c12	-2.0	-5.9	-9.2	1.1	-2.1	-18.1	20.5	-2.7	3.2	-20.5
COc1ccc(CCNC(=O)CSc2nc(-c3ccco3)cc(C(F)(F)F)n2)cc1OC	2.8	-9.1	-10.7	2.4	4.1	-3.9	-5.2	1.7	-1.5	5.2
CN(C)c1cccc(C(=O)OCc2cc(=O)oc3cc(O)ccc23)c1	/	-0.7	0.2	7.3	40.0	7.1	27.9	4.3	-0.1	-27.9
CCOCc1c(C(=O)N2CCN(CC(=O)Nc3ccc(F)cc3)CC2)oc2ccccc12	-0.8	-7.6	-22.3	0.2	29.7	-5.7	39.4	-5.3	1.5	-39.4
Cc1cc(C(=O)OC(C(=O)Nc2cccc(C(F)(F)F)c2)c2ccccc2)c(C)o1 (configuration not stated)	1.7	-13.1	2.1	-1.0	-1.4	-2.6	-53.2	-5.3	-8.8	53.2
C=CCc1c(C)nc(C)nc1N/N=C/c1ccc([N+](=O)[O-])cc1	3.7	-0.7	-2.1	1.5	6.3	-6.0	20.8	-5.4	0.5	-20.8
O=[N+]([O-])c1ccc2nc(-c3ccccc3[N+](=O)[O-])[nH]c2c1	2.2	-10.4	-20.3	0.6	-1.1	-23.3	10.2	-2.9	3.0	-10.2
Cc1cc(=O)nc2c3ccccc3n(CC(=O)NCCCN3CCCC3=O)n12	0.7	6.8	2.8	-0.9	-5.7	2.7	-21.4	-7.0	1.4	21.4
Cc1noc(NS(=O)(=O)c2ccc(NC(=O)Nc3ccc(Cl)c(Cl)c3)cc2)c1C	5.6	-5.6	10.9	1.9	-13.8	-12.0	6.8	2.7	9.3	-6.8
CC(Sc1ncnc2ccccc12)C(=O)Nc1ccc2c(c1)OCCO2 (configuration not stated)	-1.2	-2.6	12.9	-0.4	/	12.4	7.6	2.9	-5.9	-7.6
CCOc1ccc(CN(C)c2ccc(S(=O)(=O)N3CCN(C)CC3)cc2[N+](=O)[O-])cc1OC	10.4	-8.2	-4.6	-0.9	-16.5	-8.3	-16.8	-2.8	1.1	16.8
CC(C)(C)c1ccc(CN(Cc2ccccc2)C(c2ccccn2)c2nnnn2C(C)(C)C)cc1 (configuration not stated)	-1.6	-20.2	5.6	-1.3	3.8	-4.9	2.3	-1.0	-25.5	-2.3
COc1cc(C)nc(NC(=O)NC(=O)c2ccc(C(F)(F)F)cc2)n1	-4.4	-4.3	-2.7	-1.8	-5.4	-6.5	-9.5	-0.6	0.0	9.5
CCOC(=O)CC(C#N)c1c[nH]c2ccccc12 (configuration not stated)	-2.5	5.0	3.4	1.8	-2.4	25.2	-5.4	7.5	-8.2	5.4
CCCCOC(=O)C1[C@H]2C(=O)N(c3ccccc3CC)C[C@]23C=C[C@H]1O3 (some centres not stated)	-2.0	-12.2	-10.0	-2.3	1.2	-17.1	9.4	-2.0	-2.1	-9.4
CCOC(=O)c1c(C)[nH]c(C(=O)COC(=O)CNC(=O)C2CCCCC2)c1C	-0.3	-3.5	2.2	-0.6	16.9	4.3	-19.9	-2.7	0.8	19.9
O=C(O)CCC(=O)Nc1ccccc1C(=O)Nc1ccccc1	0.7	1.9	-0.9	-0.5	7.2	12.4	-7.2	-3.6	-3.9	7.2
